From PubChem BioAssay
HCMV inh: qHTS Assay for inhibitors of the human cytomegalovirus (HCMV); HFF cells, HCMV-luciferase reporter, 72 h; stronger effect = lower value; AID 1259415, 2018; activity change, negative = inhibition, % at 57.5 µM; actives 4.5% (n = 410,000); in the data active = activity change below about -60%; inconclusive = no clear call, values can overlap the other calls; inactive = above about -39%
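Compounds were evaluated in HFFs infected with an HCMV luciferase reporter virus (MOI 1 PFU/cell). Luciferase in lysates collected 72 h post infection served as the replication measure.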
AmpC no deterg: qHTS Inhibitors of AmpC Beta-Lactamase (assay without detergent). actives 0.52% (n = 330,000). AID 485341, 2010. Potency, µM (series often up to 57.1 µM), for the others: at the highest dose activity change, negative = inhibition, usual class: inhibitors. AmpC nitrocefin hydrolysis, absorbance 480 nm, 0.0001% Triton;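 note: potency is the fitted concentration of half-maximal effect; plate controls were no compound for no effect and no enzyme for full effect; nearly all actives have a fitted effect of over 20% in size; some results filed as inactive show a strong effect at the top dose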
Target sequence (P00811 whole entry, looked up): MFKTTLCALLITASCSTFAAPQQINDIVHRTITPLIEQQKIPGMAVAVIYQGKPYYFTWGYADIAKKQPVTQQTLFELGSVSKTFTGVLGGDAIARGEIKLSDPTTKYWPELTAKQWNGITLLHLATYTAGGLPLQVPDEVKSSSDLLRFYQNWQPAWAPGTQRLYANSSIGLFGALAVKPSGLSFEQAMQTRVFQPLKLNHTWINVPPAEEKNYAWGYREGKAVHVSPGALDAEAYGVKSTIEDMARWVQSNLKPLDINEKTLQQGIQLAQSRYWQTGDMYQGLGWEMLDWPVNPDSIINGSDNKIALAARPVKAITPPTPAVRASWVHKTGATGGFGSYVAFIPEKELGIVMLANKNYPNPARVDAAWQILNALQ
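AmpC (5.3 nM in the dispensed reagent) in 20 mM phosphate pH 7.0 with 0.01% (detergent screen) or 0.0001% Triton X-100 was preincubated with compounds for 15 min at room temperature. Nitrocefin was then added from an 800 uM solution, and hydrolysis was followed at 480 nm.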
AmpC detergent: qHTS Inhibitors of AmpC Beta-Lactamase (assay with detergent); actives 0.041% (n = 370,000); Potency, µM (highest dose often 114 µM), without a hit: top-dose activity change, negative = inhibition, hits mostly inhibitors; AID 485294, 2010; P00811; AmpC hydrolysis of nitrocefin, absorbance 480 nm, 0.01% Triton;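 note: potency is the fitted concentration of half-maximal effect; 0% = no-compound wells and -100% = no-enzyme wells; nearly all actives have a fitted effect of over 25% in size; some results filed as inactive show a strong effect at the top dose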
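AmpC (5.3 nM in the dispensed reagent) in 20 mM phosphate pH 7.0 with 0.01% (detergent screen) or 0.0001% Triton X-100 was preincubated with compounds for 15 min at room temperature. Nitrocefin was then added from an 800 uM solution, and hydrolysis was followed at 480 nm.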
TbPYK inhibitor: qHTS of Trypanosoma Brucei Inhibitors; pyruvate kinase (Trypanosoma brucei), Q57TT1; TbPYK enzyme, Kinase-Glo Plus ATP luminescence, 45 min; Potency, µM (titrated, usually from 76.8 µM), for inactives: at the top dose activity, negative = inhibition, hits mostly inhibitors; actives 0.12% (n = 410,000); AID 624173, 2012; note: potency is the fitted concentration of half-maximal effect; nearly all actives have a fitted effect of over 50% in size
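Enzyme and substrate buffer are dispensed first and compound is pin-transferred. ADP at 130 uM final then starts the reaction, which runs 45 min at room temperature. Detection reagent is added for 10 min before luminescence is imaged.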
LmPK inh: qHTS Assay for Inhibitors of Leishmania Mexicana Pyruvate Kinase (LmPK); Potency, µM (doses to about 57.5 µM), for inactives: top-dose activity change, negative = inhibition, most hits filed as inhibitors; actives 0.37% (n = 290,000); purified LmPK, Kinase-Glo ATP luminescence, 1 h; AID 1721, 2009; Q27686; note: potency is the fitted concentration of half-maximal effect
Target sequence (Q27686 whole entry, looked up): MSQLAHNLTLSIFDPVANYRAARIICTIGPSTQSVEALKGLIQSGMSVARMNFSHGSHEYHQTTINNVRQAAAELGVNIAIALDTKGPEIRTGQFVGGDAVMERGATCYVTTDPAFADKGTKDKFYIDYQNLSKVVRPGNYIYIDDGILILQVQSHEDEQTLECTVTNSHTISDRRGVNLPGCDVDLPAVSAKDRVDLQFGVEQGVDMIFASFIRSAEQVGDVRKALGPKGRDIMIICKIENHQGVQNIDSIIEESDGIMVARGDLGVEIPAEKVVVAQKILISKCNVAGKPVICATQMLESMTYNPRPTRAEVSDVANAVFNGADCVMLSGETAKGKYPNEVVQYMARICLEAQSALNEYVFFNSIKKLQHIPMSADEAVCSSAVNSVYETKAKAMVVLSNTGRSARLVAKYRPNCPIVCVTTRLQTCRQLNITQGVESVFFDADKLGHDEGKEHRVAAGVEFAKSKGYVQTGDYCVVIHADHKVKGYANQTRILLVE
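Purified LmPK (0.1 nM) converted ADP (0.1 mM) to ATP with PEP (0.5 mM) in imidazole buffer pH 7.2 with KCl and MgCl2, 1 h at room temperature. ATP was read by Kinase-Glo luminescence; data normalized to uninhibited and no-enzyme controls.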
AMA1 RON2 block: qHTS for Inhibitors of AMA1-RON; Towards Development of Antimalarial Drug Lead: Primary Screen | AlphaScreen AMA1-biotinylated RON2 peptide binding | AID 720542, 2013 | Potency, µM (doses to about 58.2 µM), inactives show at the highest dose activity change, negative = inhibition, hits mostly inhibitors | Plasmodium falciparum AMA1 (3D7) - RON2 peptide interaction | actives 0.2% (n = 360,000);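 note: potency is the fitted concentration of half-maximal effect; 0% = vehicle wells and -100% = peptide control; nearly all actives have a fitted effect of over 45% in size; some results filed as inactive show a strong effect at the top dose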
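AMA1 (3D7) with his tag at 25 nM final met compounds first, then biotinylated RON2 peptide at 25 nM; detection used donor plus acceptor beads, 10 µg/mL apiece, read by AlphaScreen after 30 min at room temperature.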
Sm TGR block: qHTS Assay for the Inhibitors of Schistosoma Mansoni Peroxiredoxins | Schistosoma mansoni thioredoxin glutathione reductase (TGR), Q962Y6 | purified TGR, DTNB reduction, TNB absorbance 405 nm | Potency, µM (titrated, usually from 114 µM), without a hit: at the highest dose activity change, negative = inhibition, usual class: inhibitors | actives 3% (n = 360,000); note: potency is the fitted concentration of half-maximal effect; nearly all actives have a fitted effect of over 60% in size
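Kinetic colorimetric format: TGR-catalysed, NADPH-driven DTNB reduction monitored via TNB absorbance. Enzyme dispensed at 20 nM; compound exposure 15 min at room temperature before reaction start.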
Numbers without * were called inactive; u = inconclusive; x = not tested or not shown; + = active, no number; & = joins results of further samples; [ ] = remark or other dose. Unless noted, calls come from the whole dose curve; as a rule, active = well fitted curve in the direction sought with a large enough effect; inconclusive = small, poorly fitted or top-dose-only effect, or another doubt; inactive = no such curve, though single readings can be large; an effect the other way counts as inactive or inconclusive. Unless noted, % is set by controls: 0 for no effect and ±100 for the full control effect.

The line under a structure holds: HCMV inh | AmpC no deterg | AmpC detergent | TbPYK inhibitor | LmPK inh | AMA1 RON2 block | Sm TGR block
> CN(C)c1ccc(CN(C(=O)C2COc3ccccc3O2)C2CCS(=O)(=O)C2)cc1 (stereo not given)
 : -21 | 64%[activator] | 7% | 5% | 5% | -4% | 20µM*
> CCCC(=O)NC(C)c1nc2ccccc2n1C (stereo not given)
 : -3 | 3% | u | -5% | 2% | -18% | 0%
> CCc1cccc(NC(=O)Cn2c(=O)oc3cc(S(=O)(=O)N4CCOCC4)ccc32)c1
 : -17 | 17% | -5% | 1% | -1% | -7% | -5%
> CN(C)C(=O)CSc1nnc(-c2ccncc2)n1Cc1ccco1
 : 6 | -21% | 2% | 4% | -11% | 4% | 56%[activator]
> CCOc1ccc(NC(=O)Cn2c(=O)nc(-c3ccccc3)c3ccccc32)cc1
 : 70 | x | 4% | -6% | x | x | 0%
> COc1ccc(Cc2nnc(Nc3ccc(C)cc3)o2)cc1OC
 : 15 | 18% | -1% | 2% | 8% | -9% | -8%
> CCn1c(SCC(=O)c2c[nH]c3ccccc23)nnc1-c1cccs1
 : 53 | -14% | u | -6% | 7% | -4% | -1%
> Cc1cc(C)cc(NC(=O)c2sc3nc4n(c(=O)c3c2C)N=C(c2ccccc2)CS4)c1
 : -12 | x | 9% | -1% | x | x | 2%
> O=C(Cn1c(NCCCO)nc2ccccc21)c1ccc([N+](=O)[O-])cc1
 : -9 | -4% | u | 2% | -8% | -3% | -1%
> O=C(c1cscn1)N1CCCC(N2CCN(c3ccc(F)cc3)CC2)C1 (stereo not given)
 : 33 | -2% | 3% | -1% | 5% | 2% | -5%
> Cc1cc(C)c(NC(=O)Cn2c(=O)n(-c3ccc(CC(=O)NCC4CCCO4)cc3)c(=O)c3ccccc32)c(C)c1 (stereo not given)
 : 19&6 | -13% | -6%&28% | 3%&3% | -5% | 1% | 0%&5%
> CCOc1ccc(C(=O)Nc2ccc3c(c2)OCCO3)cc1Br
 : 52 | x | -4% | -9% | x | x | 1%
> CCC(C)NCCCCOc1ccc(Br)cc1 (stereo not given)
 : u | -12% | -7% | 11% | -6% | u | -18%
> CC1CC(C)(C)NC(=S)N1CC(=O)N(C)Cc1ccccc1 (stereo not given)
 : 3 | -16% | -4% | -5% | -3% | 1% | -9%
> Cc1ccc(NC(=O)CN(C)C(=O)COC(=O)/C=C/c2cccs2)cc1
 : -17 | u | u | 0% | x | 4% | 0%
> CCN(CC(=O)Nc1cccc(OC)c1)C(=O)C1CCN(C(=O)Nc2ccccc2)CC1
 : 31 | 16% | -13% | -3% | -1% | 5% | -27%[11.4 µM]
> Cc1ccc2[nH]c(=O)c(-c3nc4cc(C)ccn4c3NCc3ccco3)cc2c1
 : x | -42% | -18% | -1% | -2% | -16% | 0%
> Cc1cccc(OCC(=O)Nc2ccc(N3CCN(C(=O)c4ccco4)CC3)cc2)c1
 : -68* | 28% | -5% | -1% | 4% | -8% | 12%
> CC(C)COc1ccc(-c2nnc(-c3ccco3)o2)cc1
 : 64 | 9% | -2% | 0% | 0% | -2% | -19%
> COc1ccc(NC(=O)c2nnn(Cc3cccc(F)c3)c2N)c(OC)c1
 : -12 | -10% | u | -3% | 0% | -4% | 0%
> CC1CC(=O)Nc2ccccc2S1(=O)=O (stereo not given)
 : -22 | x | 4% | 3% | 0% | -5% | -2%
> CCOC(=O)c1sc(NC(=O)c2cc(-c3ccc(F)cc3)on2)c(C(=O)OCC)c1C
 : 14 | x | 23% | 0% | x | x | 2%
> COc1cccc(/C=C/C(=O)Nc2ccc(OC)nc2)c1
 : -66* | -31% | -1% | -2% | 4% | 0% | -13%
> COc1ccc(C2C(C(=O)c3sc(C)nc3C)=C(O)C(=O)N2CCN(C)C)cc1OC (stereo not given)
 : 2 | -20% | -12% | 2% | -10% | -4% | -31%
> O=C(CCCCCN1C(=O)c2ccccc2C1=O)NC1CCCC1
 : -2 | 4% | -14% | -1% | 3% | -2% | -25%
> Cc1ccc(NC(=O)CN(C)C(=O)Cc2ccc(Cl)cc2Cl)cc1
 : 7 | -5% | -1% | 8% | -4% | 10% | 8%
> O=C(CCC(=O)N(CC(=O)NC1CCCCC1)Cc1ccc(F)cc1)Nc1nccs1
 : -34 | -9% | 4% | -1% | -4% | -15% | 25%
> CN(CCc1ccccn1)C(=O)c1ccc(OC2CCN(CCc3ccccc3)CC2)cc1
 : -3 | 67%[activator] | 5% | 6% | 2% | 1% | 49%[activator]
> COc1cc(-c2nnc(COC(=O)c3c4c(nc5ccccc35)CCCC4)o2)cc(OC)c1OC
 : x | -11% | -3% | x | 9% | x | -1%
> COc1ccc(S(=O)(=O)N(C)CC(=O)NCc2cccnc2)cc1OC
 : -4 | -11% | -11% | -22% | -1% | 1% | -21%
> Cc1cc(C(F)(F)F)nn1CC(=O)N1CCCCC1C (stereo not given)
 : -23 | -9% | u | -2% | 4% | 7% | 8%
> COc1cccc(NC(=S)N(CCC(C)C)C2CCN(C(C)=O)CC2)c1
 : -12 | 29% | -11% | -3% | 0% | 11% | 0%
> CC(=O)NN1C(=O)c2ccccc2NC1c1ccc([N+](=O)[O-])o1 (stereo not given)
 : -21 | -27% | -9% | 3% | 2% | 16% | 40µM*
> O=[N+]([O-])c1ccc(-n2cccn2)c(-c2nn[nH]n2)c1
 : -24 | -31% | 5% | -16% | 1% | -1% | -35%
> COc1ccc(CCNC(=O)CSc2ccc3nnc(CCNC(=O)c4ccccc4)n3n2)cc1OC
 : 39 | -41% | -6% | 7% | -8% | -4% | 0%
> CCOC(=O)N/N=C/c1cccnc1
 : -61* | -18% | 5% | 4% | -3% | -3% | 10%
> CCOc1ccccc1N1CCN(C(=O)CC(C)C)CC1
 : -34 | 5% | -15% | -9% | 0% | -9% | -6%
> CCOc1ccc(OCC)c(NC(=O)C2CCN(S(=O)(=O)c3cccc4nonc34)CC2)c1
 : -11 | -11% | -9% | -4% | -10% | 27% | 4%
> COc1ccccc1NC(=O)C1=C(C)Nc2nnnn2C1c1ccccc1OC (stereo not given)
 : 13 | -13% | u | 1% | -4% | 12% | -4%
> Cc1ccnc(NS(=O)(=O)c2ccc3c(c2)CCO3)c1
 : -14 | -8% | 5% | x | 0% | x | 14%

Filtered by structure, the entries above with two or more sulfur atoms (2)
The line under a structure holds: HCMV inh | AmpC no deterg | AmpC detergent | TbPYK inhibitor | LmPK inh | AMA1 RON2 block | Sm TGR block
> CCn1c(SCC(=O)c2c[nH]c3ccccc23)nnc1-c1cccs1
 : 53 | -14% | u | -6% | 7% | -4% | -1%
> Cc1cc(C)cc(NC(=O)c2sc3nc4n(c(=O)c3c2C)N=C(c2ccccc2)CS4)c1
 : -12 | x | 9% | -1% | x | x | 2%

(continued)
The line under a structure holds: HCMV inh | AmpC no deterg | AmpC detergent | TbPYK inhibitor | LmPK inh | AMA1 RON2 block | Sm TGR block
> NS(=O)(=O)c1cccc(NC(=O)CSc2nnc(-c3ccccc3F)n2C2CC2)c1
 : -36 | -28% | 2% | -1% | 0% | u | 0%
> CCC(SC1=N/C(=C/c2ccccc2OC)C(=O)N1c1ccccc1)C(=O)Nc1cc(C)on1 (stereo not given)
 : -11 | -16% | 6% | 5% | 4% | -4% | 10%
> NS(=O)(=O)c1ccc(CCNC(=O)c2ccc3nc(Cc4ccccc4)oc3c2)cc1
 : -3 | x | 0% | -3% | x | x | 0%
> C[C@@H]1CN([C@H](C)CO)C(=O)CCCn2nncc2CO[C@H]1CN(C)C(=O)CCC(F)(F)F
 : -25 | x | x | -2% | x | -1% | x
> Cc1ccc(-n2ncc(C(=O)NCCCN3CCCCC3)c2C2CCN(C(=O)OC(C)(C)C)CC2)cc1
 : + | x | -1% | 1%[15.4 µM] | x | x | -9%
> CCOc1cc(/C=N/Nc2nc(-c3cccc(S(=O)(=O)N4CCCC4)c3)cs2)ccc1O
 : u | -24% | 1% | 1% | 0% | 3% | 3%
> CC(NCc1cccc(Cl)c1Cl)C(O)c1ccccc1 (stereo not given)
 : -18 | -20% | u | 1% | 4% | 10% | -11%
> O=C(Nc1cccc2[nH]ncc12)c1ccc(F)cc1
 : -76* | -24% | -6% | -12% | -29% | 3% | -25%
> COCCN1CC(=O)N(c2cccc(C)c2C)C(c2ccc(Cl)cc2)C1=O (stereo not given)
 : -3 | 57%[activator] | u | 4% | -1% | 26% | -6%
> O=c1[nH]c(=O)n(-c2ccc(Br)cc2)c(O)c1C=NC(CO)(CO)CO
 : 7 | -24% | -4% | -1% | 2% | 6% | -4%
> O=C(N/N=C/c1ccccc1C(F)(F)F)c1ccc2nc[nH]c2c1
 : -29 | -33% | u | 2% | -2% | 0% | -4%
> C=CCN=C1S/C(=C\c2ccc(Cl)cc2)C(=O)N1CC=C
 : -84* | -22% | 0% | 1% | 0% | 45%[activator] | -11%
> C/C(=C\c1ccccc1)C(=O)NCc1ccco1
 : -4 | -13% | -12% | -2% | 2% | -8% | -14%
> CCCN(CC1CC1)C(=S)Nc1ccc(C(C)=O)cc1
 : -15 | -2% | -11% | -4% | 0% | -7% | 38%[activator]
> CCOC(=O)c1c(SCCN2CCCCC2)n(-c2ccccc2)c(=S)n(-c2ccccc2)c1=O
 : 9 | x | x | 1% | x | 7% | x
> Cc1ccccc1Cn1cccc1/C=C1/C(=N)N2C=CSC2=NC1=O
 : -19 | -49% | 0% | 13% | -4% | -7% | -21%
> COc1ccc(CC(=O)N2CCN=C2SC)cc1
 : -3 | -9% | -17% | -2% | 7% | -8% | -25%
> Cc1ccc(-c2ccc(/C=C(\C#N)C(=O)Nc3cc(C)nn3-c3ccccc3)o2)cc1
 : x | -2% | 2% | x | 0% | x | 0%
> Cc1cccc(NC(=O)c2sc3nc4n(c(=O)c3c2C)N=C(c2ccc(F)cc2)CS4)c1C
 : -3 | x | -4% | 4% | x | x | 0%
> CCc1[nH]nc(C(=O)N2CCCC(Nc3ccc(C(C)C)cc3)C2)c1C (stereo not given)
 : -14 | -2% | 1% | 3% | -11% | -14% | -11%
> NS(=O)(=O)c1ccc(CNC(=O)C2(c3ccc(Cl)cc3)CC2)cc1
 : -27 | -8% | 2% | 0% | -1% | -3% | 1%
> CCCN(CCC)CCCNC(=O)c1ccc2c(Cl)c3c(nc2c1)CCC3
 : -39 | 53% | 2% | -1% | 0% | -2% | 3%
